Menin-MLL TR inh: displaces Texas Red mutant MLL peptide from human menin; Potency, µM (top dose mostly 61.6 µM), inactives show at the top dose FP activity change, negative = inhibition, most hits filed as inhibitors; 270,000 compounds, 0.23% hits; Menin + Texas Red MLL mutant peptide, fluorescence polarization; AID 1768; active = well fitted inhibition curve with a large enough effect in the polarisation, with a control signal flat, not every such curve was filed as active; inconclusive = small, poorly fitted or top-dose-only effect, or effect the other way, or a change in a side signal; inactive = no such curve, though single readings can be large or run the other way; the % refers to the polarisation; note: potency is the fitted concentration of half-maximal effect; % of control where 0% means no effect; many of its hits are not listed in these tables
Mito fusion act: mitochondrial division inhibition or fusion activation | S. cerevisiae fusion-defective mutant growth rescue, CellTiterGlo 48 h | Potency, µM (top dose mostly 46.1 µM), without a hit: at the top dose growth rescue (activation), usual class: activators | 320,000 compounds, 0.23% hits | AID 485298;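 note: potency is the fitted concentration of half-maximal effect; % of control where 0% means no effect; nearly all actives have a fitted effect of over 45% in size; temperature-sensitive fusion mutants such as fzo1-1 at 37 °C on non-fermentable ethanol glycerol medium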
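Luminescent cell viability in 1536-well qHTS format served as the measure of rescued growth in ts fusion-mutant S. cerevisiae cultured on non-fermentable YPEG for 48 hours at 37C.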
KCNH2 3.1 block: KCNH2 3.1 (human) potassium channel inhibition. U2OS KCNH2 3.1, thallium flux FluxOr; stronger effect = lower value. 340,000 compounds, 0.95% hits. activity change, % (tested at about 1.8 µM);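 active = maximum activity change below -70%; inconclusive = maximum activity change from -70% to -50%; inactive = maximum activity change above -50%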;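 note: thallium influx rate constant from kinetic fluorescence after stimulation buffer; % is set by controls: 0 for no effect and ±100 for the full control effect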
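Steps: virus added to U2OS suspension (4 h, RT, dark); medium with 10% FBS added, cells plated, 37 C overnight; FluxOr/Red40 loading buffer 45 min RT; stimulation buffer, 2 min kinetic read; rate constant normalized.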
VP16 counter: counter-screen for ROR gamma inhibitors: Gal4-VP16 reporter; Drosophila S2 Gal4-VP16 UAS-luciferase, luminescence, 20 h; Potency, µM (series often up to 53.6 µM), for the others: at the top dose activity, negative = inhibition, actives largely listed as inhibitors; 310,000 compounds, 3.5% hits;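 note: Gal4-VP16 expression switched on by copper sulfate through the metallothionein promoter; potency is the fitted concentration of half-maximal effect; % is set by controls: 0 for no effect and ±100 for the full control effect; nearly all actives have a fitted effect of over 50% in size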
RORgamma inh: ROR gamma (mouse) transcription inhibition | 310,000 compounds, 5.4% hits | P51450 | Drosophila S2 Gal4-RORgamma UAS-luciferase reporter, 20 h | Potency, µM (doses to about 53.6 µM), inactives show at the highest dose activity change, negative = inhibition, most hits filed as inhibitors | AID 2551; note: potency is the fitted concentration of half-maximal effect; % is set by controls: 0 for no effect and ±100 for the full control effect; nearly all actives have a fitted effect of over 60% in size
Target sequence (P51450 whole entry, looked up, the tested form may be a part): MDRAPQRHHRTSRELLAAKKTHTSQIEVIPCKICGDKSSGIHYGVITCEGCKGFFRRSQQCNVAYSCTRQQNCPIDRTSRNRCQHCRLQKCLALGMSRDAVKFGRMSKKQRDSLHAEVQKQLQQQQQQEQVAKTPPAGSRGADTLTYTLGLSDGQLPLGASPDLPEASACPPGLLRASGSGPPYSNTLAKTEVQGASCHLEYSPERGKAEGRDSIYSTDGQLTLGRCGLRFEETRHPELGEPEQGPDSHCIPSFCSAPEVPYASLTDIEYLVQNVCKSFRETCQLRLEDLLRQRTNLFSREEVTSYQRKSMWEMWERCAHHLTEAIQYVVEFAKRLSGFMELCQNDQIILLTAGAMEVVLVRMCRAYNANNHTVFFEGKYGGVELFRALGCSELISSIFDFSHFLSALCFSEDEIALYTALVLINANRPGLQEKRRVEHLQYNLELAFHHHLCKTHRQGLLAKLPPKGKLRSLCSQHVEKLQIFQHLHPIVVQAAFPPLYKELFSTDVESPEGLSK
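Stable Schneider cell line, Gal4 DNA-binding domain fused to ROR gamma, UAS-luciferase. Cmpd 1 hr RT → CuSO4 700 uM final → 20 hr RT → luciferase reagent 10 min → luminescence.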
PKM2 act: increases activity of human pyruvate kinase M2; P14618; Potency, µM (highest dose often 57.5 µM), for inactives: at the highest dose activation, hits mostly activators; AID 1631; 260,000 compounds, 0.34% hits; purified PKM2, Kinase-Glo ATP luminescence, activation; response scale: 0% is enzyme alone, no compound; note: potency is the fitted concentration of half-maximal effect; % is set by controls: 0 for no effect and ±100 for the full control effect; nearly all actives have a fitted effect of over 55% in size
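Kinase-Glo luminescence reports ATP generated from ADP (0.1 mM) and PEP (0.5 mM) by purified hPK-M2 after 1 h at room temperature, pH 7.2 imidazole buffer; intermediate enzyme activity allows detecting inhibitors and activators.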
MBNL1-CUG inh: blocks human MBNL1 binding to CUG repeat RNA | TR-FRET MBNL1-His/biotin-(CUG)12 binding, 665/545 ratio | Potency, µM (series often up to 57.5 µM), without a hit: at the top dose activity change, negative = inhibition, most hits filed as inhibitors | 280,000 compounds, 0.036% hits | AID 2675; active = well fitted inhibition curve with a large enough effect in the signal ratio, with a control signal flat, not every such curve was filed as active; inconclusive = small, poorly fitted or top-dose-only effect, or effect the other way, or a change in a side signal; inactive = no such curve, though single readings can be large or run the other way; the % refers to the signal ratio; note: potency is the fitted concentration of half-maximal effect; % is set by controls: 0 for no effect and ±100 for the full control effect
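His-tagged MBNL1 binding to biotinylated (CUG)12 RNA was measured by TR-FRET using terbium anti-His antibody (0.055 ng/ul final) and streptavidin-XL665 (5 nM final). Compounds were titrated 92 nM to 58 uM; 60 min at room temperature.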
FLuc modulator: counter-screen for miR-21 project: firefly luciferase inhibitors or activators; 360,000 compounds, 6.9% hits; purified FLuc, Km substrates, luminescence inhibition; P08659; Potency, µM (top dose mostly 57.5 µM), for inactives: at the highest dose activity change, negative = inhibition, actives largely listed as inhibitors; AID 588342;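 note: potency is the fitted concentration of half-maximal effect; plate controls were vehicle for no effect and reference inhibitor for full effect; nearly all actives have a fitted effect of over 55% in size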
Target sequence (P08659 whole entry, looked up): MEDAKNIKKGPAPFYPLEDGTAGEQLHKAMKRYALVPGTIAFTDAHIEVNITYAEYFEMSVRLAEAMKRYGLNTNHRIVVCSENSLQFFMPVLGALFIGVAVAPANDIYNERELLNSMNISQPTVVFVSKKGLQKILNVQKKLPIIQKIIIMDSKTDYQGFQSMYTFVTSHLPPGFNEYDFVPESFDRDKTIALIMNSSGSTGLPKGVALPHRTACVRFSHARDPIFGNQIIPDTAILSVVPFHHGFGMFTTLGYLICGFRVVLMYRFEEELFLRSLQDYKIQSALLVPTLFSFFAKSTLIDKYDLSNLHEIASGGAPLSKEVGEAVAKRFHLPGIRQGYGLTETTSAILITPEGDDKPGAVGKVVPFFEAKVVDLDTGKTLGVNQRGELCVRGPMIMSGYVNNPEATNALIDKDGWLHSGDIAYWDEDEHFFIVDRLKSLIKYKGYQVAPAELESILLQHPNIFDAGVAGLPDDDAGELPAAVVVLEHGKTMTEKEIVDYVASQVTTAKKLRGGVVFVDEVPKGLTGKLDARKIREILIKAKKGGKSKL
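Purified P. pyralis luciferase, 10 nM final, with Km-level 10 uM D-luciferin and 10 uM ATP in 50 mM Tris acetate pH 7.5, 10 mM Mg acetate, 0.01% Tween-20, 0.05% BSA; 6-point qHTS titration about 60 µM downward; luminescence read.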
ELG1 DNA repair: ELG1-dependent DNA repair inhibition. HEK293T ELG1-luciferase reporter, luminescence, 16 h; DNA damage induced by 5-fluorouridine. Potency, µM (titrated, usually from 46.1 µM), for inactives: top-dose activity change, negative = inhibition, actives largely listed as inhibitors. 330,000 compounds, 2.3% hits; note: potency is the fitted concentration of half-maximal effect; % is set by controls: 0 for no effect and ±100 for the full control effect; nearly all actives have a fitted effect of over 55% in size
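Quantitative HTS, concentration-response format. 2,000 cells/well co-treated with 5-fluorouridine and compound, 16 hr in 5% CO2 at 37 °C; ONE-Glo luminescence read after 30 min.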
Rab9 promoter act: activates the Rab9 promoter; Huh7 Rab9 promoter-luciferase reporter, luminescence, 24 h; Potency, µM (top dose mostly 9.22 µM), for the others: top-dose activation, negative = inhibition, usual class: activators; AID 485297; 320,000 compounds, 2.8% hits; note: potency is the fitted concentration of half-maximal effect; % of control where 0% means no effect; nearly all actives have a fitted effect of over 60% in size
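Measured in stably transfected Huh7 cells bearing a Rab9 promoter–luciferase construct: 24 h compound treatment at 37 °C, followed by luminescence detection.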
NPC1 promoter act: activates the NPC1 promoter | Huh7 NPC1 promoter luciferase reporter, 24 h | Potency, µM (titrated, usually from 9.22 µM), for the others: top-dose activation, hits mostly activators | 320,000 compounds, 2.4% hits;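 note: potency is the fitted concentration of half-maximal effect; % of control where 0% means no effect; nearly all actives have a fitted effect of over 60% in size; reporter is driven by a mutant NPC1 promoter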
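Stably transfected Huh7 (NPC1 promoter→luciferase), 1500 cells/well in Opti-MEM + 10% FBS, 2 h settle, then compound 24 h at 37 °C. Luminescence after 10 min with Amplite reagent.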
* = called active by the depositor; u = inconclusive; x = not tested or not shown; & = joins results of further samples; [ ] = dose if it differs, or a comment. Unless noted, calls come from the whole dose curve; as a rule, active = well fitted curve in the direction sought with a large enough effect; inconclusive = small, poorly fitted or top-dose-only effect, or another doubt; inactive = no such curve, though single readings can be large; an effect the other way counts as inactive or inconclusive.

Values run as follows: Menin-MLL TR inh | Mito fusion act | KCNH2 3.1 block | VP16 counter | RORgamma inh | PKM2 act | MBNL1-CUG inh | FLuc modulator | ELG1 DNA repair | Rab9 promoter act | NPC1 promoter act
- COC(=O)c1ccc(C2C(C(C)=O)=C(C)Nc3ncnn32)cc1 (stereo unspecified)
  4%[11.7 µM] | 3% | -2 | -1% | -24% | 3% | -5% | 1% | 8% | -14% | 1%
- CC(=O)Nc1ccc(NC(=O)C2CCCN2S(=O)(=O)c2cccc(C(F)(F)F)c2)cc1 (stereo unspecified)
  x | 2% | -6 | -1% | 7% | 7% | 0% | 3% | -2% | 6% | -1%
- c1ccc(CN(Cc2ccccc2)c2nn[nH]n2)cc1
  18% | 4% | 3 | 5% | 17% | 9% | -4% | u | 0% | -3% | -2%
- CCCn1c(=N)n(CC(=O)c2ccco2)c2ccccc21
  u | -4% | -8 | 8% | -7% | -1% | 2% | 1% | 0% | 6% | -2%
- COc1cccc(-c2coc3c(C)c4oc(=O)c(CC(=O)O)c(C)c4cc23)c1
  -17% | 10% | -1 | -5% | 4% | x | -14% | u | 11% | 7%[1.84 µM] | -1%
- COCCN(C(=O)CSc1nc(N)cc(=O)[nH]1)c1c(N)n(Cc2ccccc2)c(=O)[nH]c1=O
  x | 7% | 1 | x | x | x | x | 3% | 1% | -10% | 6%
- COc1ccc(OC)c(NC(=O)c2ccc(NS(=O)(=O)c3c(C)noc3C)cc2)c1
  u | 1% | 2 | -19% | 18% | 1% | 2% | -1% | 0% | -2% | 2%
- O=C(CC12CC3CC(CC(C3)C1)C2)Nc1c(F)cccc1F
  -1% | 2% | 10 | 0% | -8% | x | -6% | 2% | -19% | -6% | 1%
- C=C1CCN(C(C)C(=O)O)S(=O)(=O)c2ccccc21 (stereo unspecified)
  7% | -1% | -43 | 9%&-9% | -4%&2% | -11% | -8% | 0% | 6% | 3% | -2%
- CCCc1cc(=O)oc2c3c(cc(OCC(=O)NCCN4CCOCC4)c12)OC(C)(C)CC3
  -11% | 0% | -14 | -5% | -3% | -2% | -3% | -16% | -8% | -5% | 1%

The last 3 records of the section before are carried over, then new ones follow.
Values run as follows: Menin-MLL TR inh | Mito fusion act | KCNH2 3.1 block | VP16 counter | RORgamma inh | PKM2 act | MBNL1-CUG inh | FLuc modulator | ELG1 DNA repair | Rab9 promoter act | NPC1 promoter act
- O=C(CC12CC3CC(CC(C3)C1)C2)Nc1c(F)cccc1F
  -1% | 2% | 10 | 0% | -8% | x | -6% | 2% | -19% | -6% | 1%
- C=C1CCN(C(C)C(=O)O)S(=O)(=O)c2ccccc21 (stereo unspecified)
  7% | -1% | -43 | 9%&-9% | -4%&2% | -11% | -8% | 0% | 6% | 3% | -2%
- CCCc1cc(=O)oc2c3c(cc(OCC(=O)NCCN4CCOCC4)c12)OC(C)(C)CC3
  -11% | 0% | -14 | -5% | -3% | -2% | -3% | -16% | -8% | -5% | 1%
- O=C(c1ccncc1)N1CCN(C(=O)c2cccs2)CC1
  3% | -5% | -3 | -7% | -18% | 8% | -1% | 3% | -3% | 0% | -1%
- Cc1ccc(/C(N)=N/OC(=O)C23CC4CC(CC(C4)C2)C3)cc1
  -25% | 5% | -2 | -6% | -19% | -12% | 5% | 9.5µM* | u | u | 24%
- COc1cc(C(=O)Nc2nc3ccccc3[nH]2)ccc1OC(F)F
  x | 7% | 1 | 7.9µM* | 5µM* | -8% | -5% | 11µM* | u | 2.8µM* | 1.4µM*
- Cc1ccc(C(=O)COC(=O)c2cccc(O)c2)s1
  x | -3% | 1 | x | x | x | x | 0.43µM* | 26% | 4% | 15%
- Cc1ccc(C(=O)N(CCN(C)C)CC2CCCN(Cc3ccccc3F)C2)cc1C (stereo unspecified)
  -3% | -4% | -7 | -12% | 16% | 0% | -6% | -1% | -21% | 0% | 2%
- CC1CCN(c2ncnc3c2cnn3-c2ccccc2)CC1
  2% | 8% | -1 | u | u | 0% | 24% | 2.1µM* | u | 0.63µM* | 0.89µM*
- O=C(c1ccccc1)N1CCN(CC(O)COC2CCCCC2)CC1 (stereo unspecified)
  -10% | -2% | -38 | -6% | -1% | -1% | u | 4% | 12% | 0% | 6%
- CCn1c(O)c(N=NC(=O)CNc2cccc(C)c2)c2ccccc21
  7% | u | -4 | -9% | 14% | 6% | u | 1% | -26% | 0% | 2%
- COc1cc(C)c(Cl)cc1S(=O)(=O)NCc1ccncc1
  1% | -3% | x | -15% | 11% | 23% | -1% | 12% | u | -27% | -14%
- CCOCCCn1c(=S)[nH]c2cc(C(=O)NCCN(CC)CC)ccc2c1=O
  1% | 0% | -24 | -9% | -3% | -1% | 6% | -1% | 2% | 3% | -8%

A few values from the list.
CCCn1c(=N)n(CC(=O)c2ccco2)c2ccccc21 | VP16 counter = 8%
COCCN(C(=O)CSc1nc(N)cc(=O)[nH]1)c1c(N)n(Cc2ccccc2)c(=O)[nH]c1=O | Mito fusion act = 7%
Cc1ccc(C(=O)N(CCN(C)C)CC2CCCN(Cc3ccccc3F)C2)cc1C (stereo unspecified) | FLuc modulator = -1%
COc1cc(C(=O)Nc2nc3ccccc3[nH]2)ccc1OC(F)F | Rab9 promoter act = 2.8µM*

Additional results
Values run as follows: Menin-MLL TR inh | Mito fusion act | KCNH2 3.1 block | VP16 counter | RORgamma inh | PKM2 act | MBNL1-CUG inh | FLuc modulator | ELG1 DNA repair | Rab9 promoter act | NPC1 promoter act
- COc1ccc(N2CCN(C(=O)CCS(=O)(=O)c3ccc(OC)cc3)CC2)cc1
  2% | 24% | 1 | 2% | 45% | -5% | -3% | 2% | u | -10% | 0%
- CSc1nc(C)c(Oc2ccccc2)c(=O)n1C
  9% | 5% | -1 | 29% | 17% | 8% | 0% | -2% | -20% | -6% | -3%
- CC(C)(C)c1cc(Cl)c(O)c(NC(=S)NC(=O)c2cccnc2)c1
  u | 7% | 7 | 0.89µM* | 0.16µM* | -6% | 3% | u | 9.2µM* | -2% | -10%
- O=c1c2cc(Cl)ccc2oc2nc3n(c(=O)c12)CCCS3
  0% | 17% | 3 | -3% | -11% | -4% | 2% | 2% | -20% | -7% | 6%
- O=C(CN1C(=O)NC(Cc2ccccc2)C1=O)Nc1ccc(F)c(Cl)c1 (stereo unspecified)
  x | -7% | 17 | x | x | x | x | 2% | -7% | -5% | 0%
- CCC(Oc1ccccc1OC)C(=O)Nc1ccc2c(c1)n(C)c(=O)n2C (stereo unspecified)
  -9% | 4% | -11 | -2% | 1% | -2% | 5% | 0% | u | -3% | -5%
- CCCc1nc(N2CCOCC2)c(C#N)c2c1CCCC2
  -4% | 16% | 12 | 0% | -28% | 1% | -1% | 0% | -12% | 1% | 1%
- CCN(CC)CCCNC(=O)Cn1cnc2ccc(S(=O)(=O)N3CCC(C)CC3)cc2c1=O
  -2% | 21% | 7 | -6% | -8% | 1% | 1% | 0% | -1% | 0% | -2%
- CC(C)Cc1cc(C(=O)Nc2cc(Cl)ccc2Cl)no1
  2% | 0% | 1 | 2% | 32% | -21% | 10% | u | 6% | 21% | 16%
- COc1ccc(NC(=O)COC(=O)C2CC2)c(OC)c1
  x | 6% | 6 | x | x | x | x | x | 25% | 11% | -1%
- Cc1c(CC(=O)N2CCN(C(=O)C3COc4ccccc4O3)CC2)c(=O)oc2c(C)c(O)ccc12 (stereo unspecified)
  0% | 2% | -5 | -21% | -13% | -9% | 27% | -1% | 0.58µM* | 0% | 0%
- CCC1CCCCN1CCCNC(=O)C1CCCN(c2nn3c(=O)cc(C)nc3s2)C1 (stereo unspecified)
  x | 1% | -6 | 0% | -23% | x | -3% | 4% | u | 6% | -6%
- Cc1n[nH]c(=S)n1/N=C/c1ccc(-c2ccccc2[N+](=O)[O-])o1
  13% | -1% | -1 | u | u | 0% | u | u | u | 11% | -4%
- Cc1nnc(SCC(=O)N2CCN(C(=O)c3ccco3)CC2)n1-c1ccccc1
  -12% | 0% | 2 | -8% | -1% | -8% | -8% | -5% | -3% | -1% | 0%

Screening data: PubChem, National Center for Advancing Translational Sciences (NCATS)

Only part of the results is shown. The share of hits here may be higher or lower than overall.
